Screens (PubChem BioAssay)
Pol kappa inh = blocks human DNA polymerase kappa activity. purified Pol kappa, fluorescent DNA synthesis assay, 10 min. Potency, µM (top dose mostly 107 µM), without a hit: at the top dose activity, negative = inhibition, usual class: inhibitors. hit rate 0.53% among 400,000. AID 588579; also: potency is read from the fitted curve at half-maximal effect; % is scaled to controls: 0 for no effect and ±100 for the full control effect
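Enzyme at 10 nM met test compounds for 15 min at room temperature. Substrate addition (50 nM final) began the reaction, which was monitored by fluorescence at 0 and 10 min.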
ALOX12 inh = inhibitors of human 12S-lipoxygenase ALOX12; P18054; purified 12hLO, xylenol orange hydroperoxide absorbance; Potency, µM (highest dose often 108 µM), for the others: top-dose activity change, negative = inhibition, most hits filed as inhibitors; hit rate 1.1% among 580,000; AID 1671190; also: potency is read from the fitted curve at half-maximal effect; % is scaled to controls: 0 for no effect and ±100 for the full control effect
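Hydroperoxide product was detected by ferrous iron/xylenol orange as the 573 to 405 nm absorbance ratio. Arachidonic acid at 40 uM (final) was turned over for 30 min at room temperature by 150 nM human 12hLO, pH 7.0 Hepes buffer, after 15 min compound preincubation.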
ERG Ets-DNA blk = blocks human ERG Ets domain binding to DNA. fluorescence polarization, His-ERG Ets domain / labelled DNA. Potency, µM (top dose mostly 76.9 µM), for the others: at the highest dose FP activity, negative = inhibition, usual class: inhibitors. P11308. hit rate 0.028% among 370,000; active = well fitted inhibition curve with a large enough effect in the polarisation, with a control signal flat; inconclusive = small, poorly fitted or top-dose-only effect, or effect the other way, or a change in a side signal; inactive = no such curve, though single readings can be large or run the other way; the % refers to the polarisation;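 also: polarization taken with two DNA probes labelled with fluorescein and Texas red; potency is read from the fitted curve at half-maximal effect; % of control where 0% means no effect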
Target sequence (P11308 whole entry, looked up, the tested form may be a part): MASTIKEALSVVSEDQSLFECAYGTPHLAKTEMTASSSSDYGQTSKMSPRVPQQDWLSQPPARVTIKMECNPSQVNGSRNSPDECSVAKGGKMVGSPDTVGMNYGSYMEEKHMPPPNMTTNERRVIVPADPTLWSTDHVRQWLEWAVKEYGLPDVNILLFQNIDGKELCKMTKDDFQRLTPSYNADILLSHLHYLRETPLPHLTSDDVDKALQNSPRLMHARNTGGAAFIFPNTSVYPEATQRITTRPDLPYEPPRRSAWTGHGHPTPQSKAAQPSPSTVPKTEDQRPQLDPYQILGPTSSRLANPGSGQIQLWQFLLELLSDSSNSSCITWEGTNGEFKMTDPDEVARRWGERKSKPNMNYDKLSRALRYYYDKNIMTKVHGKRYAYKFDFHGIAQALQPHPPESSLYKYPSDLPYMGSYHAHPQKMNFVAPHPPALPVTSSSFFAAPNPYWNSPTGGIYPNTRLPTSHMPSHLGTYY
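His-tagged ERG Ets domain (1 uM in the protein solution; 300mM KCl, 50mM Tris-HCl, 1mM EDTA, 1mM DTT, pH 7.5) received compound, then a probe mix of 5 nM fluorescein-DNA and 100nM Texas-615-DNA. Fluorescence polarization was read for both dyes.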
BLM helicase inh = blocks DNA unwinding by human BLM helicase | P54132 | recombinant BLM DNA unwinding, fluorescence dequenching | Potency, µM (titrated, usually from 56.1 µM), for inactives: at the highest dose activity change, negative = inhibition, actives largely listed as inhibitors | hit rate 0.2% among 350,000 | AID 2528;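 also: potency is read from the fitted curve at half-maximal effect; plate controls were vehicle for no effect and no enzyme for full effect; nearly all actives have a fitted effect of over 35% in size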
TRHR ag = TRH receptor (human) agonism | TRHR cells, calcium flux fluo-8, FDSS agonist mode | activation, % at 2 µM | hit rate 0.18% among 360,000; in the data active = activation above about 30%; also: 0% is about no effect
Target sequence (P34981 whole entry, looked up): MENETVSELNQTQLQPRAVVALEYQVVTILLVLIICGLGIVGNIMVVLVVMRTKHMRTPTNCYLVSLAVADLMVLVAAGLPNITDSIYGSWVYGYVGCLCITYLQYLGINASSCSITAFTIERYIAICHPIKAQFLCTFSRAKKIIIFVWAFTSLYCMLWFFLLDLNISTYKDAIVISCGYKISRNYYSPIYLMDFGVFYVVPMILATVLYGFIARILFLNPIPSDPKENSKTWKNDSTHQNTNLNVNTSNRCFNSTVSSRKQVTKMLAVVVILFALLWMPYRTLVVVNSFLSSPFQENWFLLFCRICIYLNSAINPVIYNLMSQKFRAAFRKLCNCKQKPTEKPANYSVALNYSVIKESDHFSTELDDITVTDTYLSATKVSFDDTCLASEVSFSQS
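In this calcium-flux screen, cells bearing human TRHR are dye-loaded with fluo-8, baselined for 10 cycles, then exposed to library compounds; positive kinetic calcium responses during the agonist phase mark hits, with TRH as control.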
APE1 inh = APE1 (human) endonuclease inhibition | Potency, µM (doses to about 65.8 µM), for the others: top-dose activity change, negative = inhibition, most hits filed as inhibitors | hit rate 0.35% among 350,000 | AID 2517 | recombinant APE1, TAMRA/BHQ-2 abasic DNA cleavage fluorescence;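 also: potency is read from the fitted curve at half-maximal effect; plate controls were vehicle for no effect and reference inhibitor for full effect; nearly all actives have a fitted effect of over 55% in size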
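Endonuclease cleavage of a quenched abasic-site DNA duplex (50 nM) by APE1 (0.75 nM) was tracked by TAMRA dequenching. Compounds were preincubated with enzyme 15 min at room temperature; data normalized to buffer-only and DMSO wells plus NSC13755 control.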
Anesthetic bind = candidate novel general anesthetic via apoferritin binding; apoferritin/1-aminoanthracene competitive binding, fluorescence; Potency, µM (titrated, usually from 77.5 µM), for the others: at the highest dose activity change, negative = displacement, most hits filed as inhibitors; hit rate 0.074% among 350,000; also: potency is read from the fitted curve at half-maximal effect; % is scaled to controls: 0 for no effect and ±100 for the full control effect; nearly all actives have a fitted effect of over 20% in size
Target sequence (P02791 2-175 limits assumed): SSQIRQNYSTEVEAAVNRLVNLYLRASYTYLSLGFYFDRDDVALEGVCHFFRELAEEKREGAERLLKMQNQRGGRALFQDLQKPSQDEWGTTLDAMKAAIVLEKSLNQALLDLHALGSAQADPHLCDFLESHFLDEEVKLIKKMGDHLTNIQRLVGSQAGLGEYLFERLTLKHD
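10 uM apoferritin + 50% sat. 1-AMA, PBS; cpd 10 min RT; Ex380/Em535 endpoint; normalized to free probe vs complex; 4-param Hill fit; propofol titration as pos. ctrl.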
POLI inh = DNA polymerase iota (human) inhibition; Q9UNA4; Pol iota fluorescent replication assay, 10 min; Potency, µM (doses to about 115 µM), for inactives: at the highest dose activity, negative = inhibition, hits mostly inhibitors; hit rate 1% among 390,000; also: potency is read from the fitted curve at half-maximal effect
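Fluorescent replication assay read twice, at 0 min and 10 min after adding 50 nM (final) substrate. Enzyme (10 nM) and compounds were first incubated 15 min at room temperature; enzyme-free buffer wells were negative controls.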
Pol beta inh = inhibitors of human DNA polymerase beta; P06746; Pol beta primer extension/strand displacement, fluorescence kinetic; Potency, µM (top dose mostly 114 µM), for inactives: top-dose activity change, negative = inhibition, usual class: inhibitors; hit rate 1.3% among 340,000; AID 485314; also: potency is read from the fitted curve at half-maximal effect; % is scaled to controls: 0 for no effect and ±100 for the full control effect
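Enzyme-only controls used 10 nM Pol beta; buffer lacking enzyme served as negative control. Compound preincubated 15 min, then 50 nM substrate added; 0 and 10 min reads at room temperature.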
* hit, by the source's call; ? = inconclusive; . = no result given; & = joins results of further samples; [ ] = another dose, or the depositor's remark. Unless noted, calls follow the shape of the dose curve; as a rule, active = well fitted curve in the direction sought with a large enough effect; inconclusive = small, poorly fitted or top-dose-only effect, or another doubt; inactive = no such curve, though single readings can be large; an effect the other way counts as inactive or inconclusive.

SMILES	Pol kappa inh	ALOX12 inh	ERG Ets-DNA blk	BLM helicase inh	TRHR ag	APE1 inh	Anesthetic bind	POLI inh	Pol beta inh
O=C(NCc1ccco1)c1cc([N+](=O)[O-])ccc1Cl	6%	-6%	16%	2%	0.1	1%	-8%	53%[activator]	1%
O=C(NCC(c1cccs1)N1CCOCC1)c1cc(S(=O)(=O)N2CCOCC2)ccc1F (configuration not stated)	-3%	11%	-6%	.	-0.2	4%	.	27%	.
CCCc1cc(=O)[nH]c2nnc(SCC(=O)N3CC(C)OC(C)C3)n12 (configuration not stated)	-5%	5%	4%	.	0.2	14%	.	19%	.
CCOC(=O)c1[nH]c2ccc(F)cc2c1N=C(C)N(CC)CC	-4%	-7%	2%	-1%	17	2%	-15%	19%	2%
CCOc1ccccc1N1CCN(CC(=O)Nc2nnc(CC)s2)CC1	-9%	-3%	2%	4%	-0.6	-1%	39%[activator]	0%	15%
CC(=O)Nc1ccc(S(=O)(=O)N2CCN(CC3CC4C=CC3C4)CC2)cc1 (configuration not stated)	-12%	-28%	-12%	-2%	-2.7	10%	-18%	?	-22%
COc1cc(O)c(C(CCN2CCCCC2)c2ccc(N(C)C)cc2)c(OC)c1 (configuration not stated)	-26%&5%	-4%	-4%	0%&2%	0.6	3%&4%	-3%&-4%	62%&20%[activator]	-15%
COC(=O)C1=C(C)NC(=O)CC1c1cc(Br)ccc1F (configuration not stated)	-3%	0%	2%	2%	-2.4	-1%	-11%	-8%	-10%
Cc1ccc(Cl)cc1NC(=O)c1cc(S(=O)(=O)N2CCOCC2)cn1C	-38%&1%	22%&-15%	15%&-4%	-1%&1%	-0.5&-0.2	-1%	-10%&-1%	-14%&10%	1%&-5%
COc1ccc(S(=O)(=O)N(Cc2nc3ccccc3c(=O)[nH]2)C2CCCC2)cc1	-7%	?	-3%	-5%	-0.5	-3%	-8%	?	25%
CC(C)Sc1oc(-c2ccco2)nc1S(=O)(=O)c1ccccc1	-19%	?	.	-10%	0.1	6%	7%	?	-18%
CCOc1cc(/C=N/Nc2ccc(C(=O)O)cc2)ccc1OC(=O)c1ccccc1C	-12%	?	-4%	-2%	-0.4	-2%	1%	-8%	-27%
COc1ccc(CN(C)Cc2nc(Cc3cccc(F)c3)no2)c2cccnc12	-6%	-1%	0%	-3%	-0.9	-23%	-12%	105%[activator]	58%
O=C(CCn1c(=O)oc2ccccc21)Nc1cccc(Br)c1	-14%	0%	-4%	-5%	0.2	17%	-12%	39%[activator]	9%
Cn1c(N)c(-c2ccccc2)c2ccc([N+](=O)[O-])cc2c1=O	1%	?	51%[activator]	-6%	-1.8	53%[activator]	0%	20%	6%
Cc1ccc(C)c(NC(=O)COC(=O)c2ccc3c(c2)OCCO3)c1	8%	?	-9%	.	-0.1	-3%	.	-9%	.
O=C(CSc1nnc(CNc2ccccc2)o1)N1CCN(C(=O)c2ccco2)CC1	-10%	1%	.	7%	-0.1	-5%	-2%	0%	-1%
O=C(Nc1cnc2sc3c(n2c1=O)CCCC3)c1ccc(F)cc1	2%	53%[activator]	-3%	-2%	-0.7	0%	-6%	-4%	23%
COc1ccc(NS(=O)(=O)c2cccc(C(=O)N3CCN(Cc4ccc5c(c4)OCO5)CC3)c2)cc1	-22%	-22%	-4%	.	0.2	9%	.	5%	.
O=C(Nc1ccc2[nH]c(=O)c(=O)[nH]c2c1)c1cccc(F)c1	4%	-23%	1%	-1%	-1.3	.	-1%	45%[activator]	27%
CCN(c1ccccc1)S(=O)(=O)c1csc(C(N)=O)c1	-14%	0%	-8%	-2%	-0.2	26%	0%	-12%	18%
CCN(C(=O)/C=C/c1ccc2c(c1)OCO2)c1ccccc1	4%	-26%	-9%	-3%	-0.3	5%	3%	-1%	38%
CCC(C(=O)NC1CCCC1)n1c(SCc2cccc(C)c2)nc2ccncc21 (configuration not stated)	-16%	19%	-14%	3%	-0.3	0%	0%	-4%	0%
Cc1cc(C)n(-c2nnc(C)n2/N=C/c2cc(Br)ccc2OCc2ccccc2)n1	-9%	28%	-3%	-8%	0.2	6%	?	9%	-15%
CC(=O)C1=NN(c2ccccc2)C(c2cccs2)N1c1ccc(N(C)C)cc1 (configuration not stated)	-29%	-18%	-4%	-4%	0.7	-3%	-21%	8%	?
Cc1ccc(-n2c(O)c(/C=N/Nc3ccc(S(=O)(=O)N4CCOCC4)cc3[N+](=O)[O-])c3ccccc3c2=O)c(C)c1	-16%	-24%	2%	-28%	-0.5	-7%	-11%	?	79µM*
O=C(NCCc1c[nH]c2ccccc12)C1CCN(S(=O)(=O)c2ccccc2)CC1	-2%	3%	0%	-6%	-0.6	-13%	-7%	-16%	22%
O=C(CCS(=O)(=O)c1ccc(Cl)cc1)N1CCCc2ccccc21	-10%	303%[activator]	9%	.	.	.	.	-5%	.
CCC1(C)Cc2c(sc3nn[nH]c(=O)c23)CO1 (configuration not stated)	-6%	.	5%	-4%	0.3	-1%	?	0%[58.9 µM]	5%
COc1ncnc(OC)c1S(=O)(=O)NCc1ccccc1	0%	9%	9%	2%	0.4	-4%	6%	60%[activator]	57%
CCCOc1ccccc1-c1nc2c([nH]1)c(=O)[nH]c(=O)n2C	-22%	16%	-1%	-1%	3.8	7%	9%	8%	1%
O=C(O)CC(c1ccc(OC2CCCC2)cc1)N1C(=O)c2ccccc2C1=O (configuration not stated)	3%	126%[activator]	33%[activator]	-5%	1.0	-16%	-6%	109%[activator]	44%
COc1ccc(C(=O)NC(=S)NCc2cccnc2)cc1Cl	8%	-3%	-21%	-3%	-0.5	-9%	-5%	36%[activator]	25%
CSc1ccccc1NC(=O)COc1ccc2c(c1)OCO2	-8%	28%	-5%	.	.	20%	.	0%	.
COc1ccc(C)cc1-n1nnnc1SCC(=O)Nc1cccnc1Cl	-11%	-13%	-3%	-1%	-0.4	0%	5%	9%	11%
N#CCCN(C(=O)COC(=O)CNC(=O)c1cccs1)c1ccc(F)cc1	-23%	7%	-2%	.	-0.3	2%	.	10%	.
O=C(/C=C/c1ccco1)N(Cc1cccc(Br)c1)C1CCS(=O)(=O)C1 (configuration not stated)	-18%	?	8%	-7%	-0.1	-10%	-17%	-3%	?
CCOP(=O)(O)c1ccccc1OCCOc1ccccc1P(=O)(O)OCC	-5%	-14%	.	-2%	0.3	0%	-11%	9%	7%
O=C(Nc1ccccc1C(=O)O)c1cc(S(=O)(=O)Nc2cccc(F)c2)ccc1Cl	-15%	?	2%	-1%	0.3	-8%	6%	-22%	-3%
Cc1ccc(S(=O)(=O)c2nc(NC3CCS(=O)(=O)C3)sc2Cl)cc1 (configuration not stated)	-14%	5%	2%	-10%	-0.6	-3%	-16%	22%	2%
CCCCN1C(=O)C(NC(C)=O)c2ccccc21 (configuration not stated)	-17%	59%[activator]	-1%	-8%	-0.8	-1%	-6%	6%	-1%
O=C(Nc1nnc(C2CC2)s1)c1ccc(Cl)c(S(=O)(=O)N2CCc3ccccc3C2)c1	-4%	1%	-13%	1%	-0.5	10%	-9%	128%[activator]	9%
CC(C)N(C(=O)CSc1nc2ccccc2n1-c1ccccc1)C(C)C	-8%	?	-10%	-11%	-0.2	11%	-22%	12%	4%
COC(=O)CN1C(=O)C(C)(C)Oc2ccc(C(=O)NC3CCCC3)cc21	-20%	-17%	50%[activator]	0%	0.3	-3%	-12%	138%[activator]	3%
CC(C)CCn1c(SCCN2CCOCC2)nc2c1c(=O)[nH]c(=O)n2C	-23%	-1%&6%	2%	-1%	0.2	-2%	-10%	14%	-1%

Structural class, those above containing a nitro group on carbon.
SMILES	Pol kappa inh	ALOX12 inh	ERG Ets-DNA blk	BLM helicase inh	TRHR ag	APE1 inh	Anesthetic bind	POLI inh	Pol beta inh
O=C(NCc1ccco1)c1cc([N+](=O)[O-])ccc1Cl	6%	-6%	16%	2%	0.1	1%	-8%	53%[activator]	1%
Cn1c(N)c(-c2ccccc2)c2ccc([N+](=O)[O-])cc2c1=O	1%	?	51%[activator]	-6%	-1.8	53%[activator]	0%	20%	6%
Cc1ccc(-n2c(O)c(/C=N/Nc3ccc(S(=O)(=O)N4CCOCC4)cc3[N+](=O)[O-])c3ccccc3c2=O)c(C)c1	-16%	-24%	2%	-28%	-0.5	-7%	-11%	?	79µM*

(next part)
SMILES	Pol kappa inh	ALOX12 inh	ERG Ets-DNA blk	BLM helicase inh	TRHR ag	APE1 inh	Anesthetic bind	POLI inh	Pol beta inh
Cc1ccc(OCC(=O)N(Cc2nc(-c3ccccc3)no2)C(C)C)cc1C	-8%[60.1 µM]	-9%	-7%	-6%	0.3	.	2%	1%	2%
Cc1ccc(OCCn2cnc3c2c(=O)n(C)c(=O)n3C)cc1	-13%	16%	20%	-3%	0.4	22%	-7%	7%	1%
CCn1nc(C(=O)N2CCc3ccccc32)c2ccccc2c1=O	-2%	-18%&6%	2%	.	-0.1	-9%	.	18%	.
COC(=O)[C@H](Cc1ccccc1)NC(=O)NC(C)CCc1ccccc1 (some centres not stated)	2%	?	0%	1%	6.6	8%	-18%	17%	0%
CCN1CCN(C(=S)c2ccc(SC)cc2)CC1	-4%	-15%	6%	-4%	0.2	5%	-5%	1%	4%
CCOc1ccc(NC(=O)CSc2nnc(-c3ccc(C)cc3)c(-c3ccc(C)cc3)n2)cc1	-15%[60.1 µM]	-11%	-26%	-5%	-0.3	.	-15%	18%	1%
CCCC1=C(C(=O)OCC)C(c2ccccc2OC)NC(=O)N1 (configuration not stated)	0%	132%[activator]	6%	-5%	-0.2	0%	-8%	5%	3%
Cc1ccc(NC(=O)c2cccs2)cc1NC(=O)c1ccco1	-3%	0%	13%	1%	-0.7	6%	?	-15%	6%
Brc1ccc(CN2CCN(Cc3c[nH]c4ccccc34)CC2)cc1	-6%	?	3%	3%	2.8	7%	2%	107%[activator]	-15%

This is a subset (hit frequency here may not be typical).
